From PubChem BioAssay
GPR151 ag = human GPR151 activation | Q8TDV0 | PathHunter beta-arrestin GPR151 cells, luminescence | hit rate 1% among 650,000 | activation, % at 11.2 µM | AID 1508602; in the data active = activation above about 4.9%;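 note: 0% = median of compound wells and 100% = cells with positive control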
Target sequence (Q8TDV0 whole entry, looked up): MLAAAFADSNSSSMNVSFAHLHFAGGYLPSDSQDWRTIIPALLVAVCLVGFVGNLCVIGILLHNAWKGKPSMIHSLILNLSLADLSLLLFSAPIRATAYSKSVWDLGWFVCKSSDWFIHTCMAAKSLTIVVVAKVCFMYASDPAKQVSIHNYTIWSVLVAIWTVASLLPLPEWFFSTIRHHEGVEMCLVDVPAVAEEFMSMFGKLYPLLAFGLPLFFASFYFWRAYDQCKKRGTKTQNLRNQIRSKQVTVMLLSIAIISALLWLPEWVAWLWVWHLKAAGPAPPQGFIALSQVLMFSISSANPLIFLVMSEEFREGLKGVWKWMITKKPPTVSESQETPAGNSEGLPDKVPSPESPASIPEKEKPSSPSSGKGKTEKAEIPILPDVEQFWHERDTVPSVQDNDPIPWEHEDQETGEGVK
TEAD-YAP inh = TEAD-YAP interaction inhibition; HEK-TIYL cells, TEAD-Gal4/YAP UAS-luciferase luminescence; hit rate 1.4% among 640,000; inhibition, % at 9.12 µM; AID 1259422; in the data active = inhibition above about 32%;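 note: 0% = median of test compound wells and 100% = reference inhibitor wells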
MITF inh = blocks human microphthalmia-associated transcription factor | AlphaScreen MITF homodimerization, bead proximity signal | inhibition, % at 2.6 µM | hit rate 0.91% among 650,000; in the data active = inhibition above about 50%;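 note: 0% = vehicle wells with protein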
FBW7 activator = activators of human E3 ligase FBW7. Q969H0. AlphaScreen FBW7–phospho-cyclin E peptide binding, activator screen. normalized activity (activation), % at 26.1 µM. hit rate 0.13% among 650,000. AID 1259310; in the data active = normalized activity above about 1.9%;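 note: purified mutant Fbw7 with reduced substrate affinity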
Target sequence (Q969H0 whole entry, looked up): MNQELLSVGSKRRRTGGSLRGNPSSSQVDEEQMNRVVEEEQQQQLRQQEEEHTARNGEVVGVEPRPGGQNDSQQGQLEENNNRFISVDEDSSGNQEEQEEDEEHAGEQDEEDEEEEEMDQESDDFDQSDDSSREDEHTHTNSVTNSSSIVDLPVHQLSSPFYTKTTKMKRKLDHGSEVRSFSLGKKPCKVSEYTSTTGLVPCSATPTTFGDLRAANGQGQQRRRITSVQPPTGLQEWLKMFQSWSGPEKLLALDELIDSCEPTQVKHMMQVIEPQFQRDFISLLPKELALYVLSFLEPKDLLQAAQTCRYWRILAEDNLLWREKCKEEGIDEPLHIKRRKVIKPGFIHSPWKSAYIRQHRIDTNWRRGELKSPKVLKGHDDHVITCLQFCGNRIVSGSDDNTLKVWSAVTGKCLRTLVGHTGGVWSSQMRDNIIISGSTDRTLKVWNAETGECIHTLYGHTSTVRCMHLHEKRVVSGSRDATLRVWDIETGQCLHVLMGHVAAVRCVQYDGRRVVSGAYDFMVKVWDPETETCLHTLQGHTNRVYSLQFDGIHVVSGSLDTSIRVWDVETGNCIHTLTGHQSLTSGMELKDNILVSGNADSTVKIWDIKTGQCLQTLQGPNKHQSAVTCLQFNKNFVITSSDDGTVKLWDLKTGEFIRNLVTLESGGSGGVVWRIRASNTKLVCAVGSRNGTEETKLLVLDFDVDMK
Starred values were filed as active, the others as inactive; & = joins results of further samples; ! = not active in a repeat. Not a hit list (roughly 3.5% active in at least one column).

SMILES	GPR151 ag	TEAD-YAP inh	MITF inh	FBW7 activator
COc1cc2c(=O)n(-c3ccc(C)cc3)c(=O)n(CC(=O)Nc3ccccc3)c2cc1OC	0.1	4	-4	0.0
CCOc1ccc(N2C(=O)N(c3ccc(C)cc3)C3CS(=O)(=O)CC32)cc1 (stereo not drawn)	0.5	7	7	-0.1
CC(=O)n1c(=O)n(-c2ccccc2)c(=O)c2c3c(sc21)CCCC3	0.3	9	-3	-0.1
O=C(CNc1ccc2ccccc2c1)N/N=C\C=C\c1ccco1	-0.7	9	11	0.0
Cc1c(Cl)cccc1NC(=O)COc1ccc(C(C)C)cc1	-0.7	-4	-5	0.0
CCCCCc1ccc(-c2ccc(C(=O)Oc3ccc4ccccc4c3)cc2)nc1	0.0	-4	0	0.1
COc1ccc2nc(N3CCN(C(=O)/C=C/c4cccs4)CC3)sc2c1	-0.8	-1	1	-0.2
O=C(NCc1nc2ccccc2[nH]1)c1cncc(-c2ccccc2)c1	-0.2	1	-1	-0.1
c1ccc(Nc2nc(Nc3cccnc3)nc3c2ncn3-c2ccsc2)cc1	-0.3	23	-4	0.0
O=C(N/N=C/c1ccccc1C(=O)O)C(=O)N1CCCCC1	1.2	0	10	0.0
CC(=O)n1c(Nc2ccc(C)cc2)cc2ccccc2c1=O	0.4	-1	1	-0.2
O=C(c1ccc(SCc2cccnc2)c([N+](=O)[O-])c1)N1CCc2ccccc21	-0.9	-10	18	-0.1
CC1=C(C(=O)OCc2ccccc2)C(c2ccc(Cl)cc2)C(C#N)=C(SCC(N)=O)N1 (stereo not drawn)	-0.1	4	8	0.3
OC1CCN(c2ncn(-c3ccnc(Nc4ccc(N5CCOCC5)cc4)c3)n2)CC1	2.0	11	7	-0.1
CCN(CC)C(=O)C1CCCN(c2cc(C(=O)NCc3cccc(C(F)(F)F)c3)c3ccccc3n2)C1 (stereo not drawn)	-2.1	6	-5	0.0
COc1cc(OC)cc(C(=O)Nc2ccc(-c3nc4ccc(C)cc4s3)cc2)c1	-0.1	-3	10	0.1
NS(=O)(=O)c1ccc(CCNC(=O)CC2CCCCC2)cc1	-0.3	-9	10	0.4
CC(O)c1ccc2c(c1)OCCOCCN(C)CCOCCO2 (stereo not drawn)	-0.4	6	4	0.2
COc1cc(/C=C/C(=O)NCCSc2c(C)[nH]c3ccccc23)cc(OC)c1OC	-1.2	1	-2	0.0
COCCC1CCCCN1C(=O)CC1(c2ccccc2F)CC(=O)N(C2CCCC2)C1=O (stereo not drawn)	0.4	5	3	0.2
Cn1ncc2c(N3CCc4ccccc43)ncnc21	0.6	-9	0	0.2
CCOC(=O)c1cccc2c1NC(c1ccc([N+](=O)[O-])cc1)C1CC=CC21 (stereo not drawn)	0.0	7	13	0.0
Cn1c(=O)[nH]c(=O)c2c1nc(Br)n2CC(O)CO (stereo not drawn)	-1.5	-4	-3	-0.1
O=C(CSc1nc(-c2ccccc2Cl)ns1)Nc1ccc2c(c1)OCO2	-0.8	-2	9	0.5
O=C(CC1C(=O)NCCN1Cc1ccc(Cl)c(F)c1)NCCN1CCNC1=O (stereo not drawn)	-0.1	-9	9	0.0
More entries
SMILES	GPR151 ag	TEAD-YAP inh	MITF inh	FBW7 activator
CC(C)n1cnc2c(NCCO)nc(NCCCN3CCCC3=O)nc21	-0.7	-1	-6	0.2
O=C(NCCCc1ccccc1)c1cc(S(=O)(=O)N2CCCCC2)c[nH]1	0.2	-6	7	0.0
O=C(Nc1ccc2c(c1)C(=O)NC2=O)c1ccc([N+](=O)[O-])cc1	0.6	1	11	0.1
CC1CCN(CCNC(=O)c2ccc(-n3c(=S)[nH]c4ccccc4c3=O)cc2)CC1	-0.2	0	-8	0.1
Cc1cccc(C)c1NC(=S)N(Cc1ccccc1)Cc1cccs1	2.0	3	-3	-0.2
CCOc1ccccc1N=C1SCC(=O)N1CC	2.0	11	1	0.7
COC(=O)c1ccc(-c2ccc(C=C3C(=O)N(C)C(=S)N(C)C3=O)o2)c(C)c1	-0.5	-11	20	0.4
CC(C)Oc1ccc2c(c1)CC(c1nc3ccc(-c4ccnc(N)n4)cc3o1)CO2 (stereo not drawn)	-1.3	-12	-4	-0.2
Cc1cc(C)cc(NC(=O)N2CCC(NC(=O)C(C)(C)C)CC2)c1	-0.3	7	22	0.1
CC(C)OCCCNC(=O)C(=O)Nc1cccc(Cl)c1Cl	3.8	0	-6	0.1
Fc1ccc(CSc2ncccn2)c(Cl)c1	-0.3	0	1	0.0
O=C(O)C1=C2C(=O)Nc3cccc(c32)C2(C1)C(=O)Nc1ccccc12 (stereo not drawn)	-0.3	8	-12	-0.3
CCOC(=O)C1=C(C)NC(C)=C(C(=O)OCC)C1c1ccc(-c2cccc([N+](=O)[O-])c2)o1	0.9&2.0	-1&-6	-12&4	-0.1&-0.1
COc1ccc(/C=C2\N=C(c3ccc(Cl)cc3)OC2=O)cc1OC	-0.5	2	-10	0.0
O=C(c1cccs1)N1N=C(c2cccs2)CC1c1ccc(F)cc1 (stereo not drawn)	-1.0	-10	11	0.3
O=CN1CCN(c2nc(-c3ccccc3)cs2)CC1	2.3	-15	-21	0.0
Cc1ccc([N+](=O)[O-])cc1NC(=O)C1COc2ccccc2O1 (stereo not drawn)	0.6	0	2	0.1
O=C(Cc1csc(-n2cccc2)n1)Nc1cccnc1	-0.3	8	1	-0.1
CCc1ccc(C2C(C(=O)Nc3ccccc3C)=C(C)Nc3ncnn32)cc1 (stereo not drawn)	1.3	6	8	0.7
C/C(=N\NC(=O)c1ccco1)c1ccc(Cl)cc1	-1.0	-53	9	0.1
CSc1ncc(/C=C2/C(=O)NC(=O)N(c3ccccc3Cl)C2=O)cn1	0.0	-7	-3	-0.1
Cc1cc(C(=O)Nc2nc3ccc(Cl)cc3s2)n(C(C)C)n1	0.6	-13	8	0.2
CC1CC(C)CN(C(=O)Cn2c(=O)c3cccn3c3cccnc32)C1 (stereo not drawn)	0.1	5	2	0.2
COc1ccc(OC)c(N(CC(=O)NC2CCCCC2O)S(=O)(=O)c2ccccc2)c1 (stereo not drawn)	2.2	-1	5	-0.2
N#C/C(=C\c1cc(Br)ccc1OCc1ccccc1)c1nn(-c2ccccc2)c(N)c1C#N	0.7	15	2	0.2
(cont.)
SMILES	GPR151 ag	TEAD-YAP inh	MITF inh	FBW7 activator
COc1ccc(-c2nc(NCCc3ccc(O)cc3)c3ncn(C4CCCCC4)c3n2)cn1	0.7	-6	5	0.0
Cc1cccc2cc(CN(C3CCCC3)S(=O)(=O)c3ccccc3)c3nnnn3c12	0.9	0	2	-0.2
O=C1OC(/C=C/c2cccc([N+](=O)[O-])c2)=NC/1=C\c1c(F)cccc1Cl	0.3	10	2	0.1
Cc1cc(C)nc(N(C#N)Cc2ccc(Br)cc2)n1	1.8	4	4	0.0
Cc1ccc(NC(=O)c2c(-n3c(C)ccc3C)sc3c2CCCC3)cc1	-0.4	-18	3	0.0
COc1cccc(CN2CCNC(=O)C2CC(=O)N(C)C2CCN(C)CC2)c1OC (stereo not drawn)	1.3	-22	7	-0.1
Cc1nnc(N(CC2CCCO2)C(=O)c2ccno2)s1 (stereo not drawn)	2.4	10	8	0.1
COc1ccc(C(c2ccccn2)N(C)C(=O)C2CCN(C(=O)c3cc(C)on3)CC2)cc1 (stereo not drawn)	0.1	-1	10	-0.5
CC(C)N1CCc2c(sc(NC(=O)c3ccc(S(=O)(=O)N4CCc5ccccc5C4)cc3)c2C(N)=O)C1	-1.7	4	4	-0.1
Cc1c(C)c2ccc(OCC(N)=O)cc2oc1=O	0.2	-1	-1	-0.4
CC(C)(C)c1ccc(/C=C/C(=O)Nc2nncs2)cc1	0.4	-64	2	0.2
O=C(CSc1nc2ccccc2s1)Nc1ccc(Cl)c(Cl)c1	0.5	-6	9	0.2
COc1ccc(Cl)cc1NC(=O)C1c2ccccc2C(=O)N(C)C1c1cccs1 (stereo not drawn)	-0.2	-14	-2	0.0
COc1ccc(C(=O)N/C(=C/c2ccc([N+](=O)[O-])cc2)C(=O)Nc2ccccc2)c(Cl)c1	-1.0	2	-11	-0.1
O=C(NC(=S)NCCCN1CCOCC1)C(c1ccccc1)c1ccccc1	0.9	-4	-16	0.4
COc1ccc(C)cc1NS(=O)(=O)c1ccc(NS(C)(=O)=O)cc1	-1.1	-3	-8	0.2
Cc1ccc(C(=O)Nc2nccs2)cc1S(=O)(=O)N1CCCCC1	-0.3	0	-16	-0.1
CCC(Sc1nnc2c(n1)[nH]c1ccccc12)C(=O)Nc1ccc([N+](=O)[O-])cc1 (stereo not drawn)	0.5	12	9	0.0
O=C(Cc1ccccc1Cl)NCc1cccs1	-0.6	-21	20	0.1
O=C(Oc1ccc(OC(=O)c2ccc3ccccc3c2)cc1)c1ccc2ccccc2c1	-1.2	-13	-11	0.1
CCCC(CCC(=O)NC1CCCCC1)C(=O)O (stereo not drawn)	1.5	3	16	0.8
CCOC(=O)c1c(-c2ccc(OC)cc2)oc2ccc(OCC)cc12	-1.0	-5	-12	-0.1
CC(=O)Nc1ccc(NC(=O)CCC(=O)OCC(=O)c2ccc(C)c([N+](=O)[O-])c2)cc1	0.0	-2	-4	-0.1
Cc1ccccc1C(=O)Nc1ccc(C(=O)OC(C)C)cc1	-1.4	-25	1	0.1
Cc1ccc(C)c(CS(=O)(=O)CC2Nc3ccc(C(=O)N4CCc5ccccc5C4)cc3NC2=O)c1 (stereo not drawn)	1.0	-5	7	0.0

Ordered by formula weight (descending): 17 of the compounds above.
SMILES	GPR151 ag	TEAD-YAP inh	MITF inh	FBW7 activator
Cc1ccc(C)c(CS(=O)(=O)CC2Nc3ccc(C(=O)N4CCc5ccccc5C4)cc3NC2=O)c1 (stereo not drawn)	1.0	-5	7	0.0
COc1ccc(C(=O)N/C(=C/c2ccc([N+](=O)[O-])cc2)C(=O)Nc2ccccc2)c(Cl)c1	-1.0	2	-11	-0.1
COc1ccc(C(c2ccccn2)N(C)C(=O)C2CCN(C(=O)c3cc(C)on3)CC2)cc1 (stereo not drawn)	0.1	-1	10	-0.5
COc1ccc(-c2nc(NCCc3ccc(O)cc3)c3ncn(C4CCCCC4)c3n2)cn1	0.7	-6	5	0.0
COc1ccc(Cl)cc1NC(=O)C1c2ccccc2C(=O)N(C)C1c1cccs1 (stereo not drawn)	-0.2	-14	-2	0.0
Cc1cccc2cc(CN(C3CCCC3)S(=O)(=O)c3ccccc3)c3nnnn3c12	0.9	0	2	-0.2
O=C(Oc1ccc(OC(=O)c2ccc3ccccc3c2)cc1)c1ccc2ccccc2c1	-1.2	-13	-11	0.1
CCC(Sc1nnc2c(n1)[nH]c1ccccc12)C(=O)Nc1ccc([N+](=O)[O-])cc1 (stereo not drawn)	0.5	12	9	0.0
O=C(NC(=S)NCCCN1CCOCC1)C(c1ccccc1)c1ccccc1	0.9	-4	-16	0.4
O=C1OC(/C=C/c2cccc([N+](=O)[O-])c2)=NC/1=C\c1c(F)cccc1Cl	0.3	10	2	0.1
Cc1ccc(C(=O)Nc2nccs2)cc1S(=O)(=O)N1CCCCC1	-0.3	0	-16	-0.1
CCOC(=O)c1c(-c2ccc(OC)cc2)oc2ccc(OCC)cc12	-1.0	-5	-12	-0.1
Cc1ccccc1C(=O)Nc1ccc(C(=O)OC(C)C)cc1	-1.4	-25	1	0.1
Cc1nnc(N(CC2CCCO2)C(=O)c2ccno2)s1 (stereo not drawn)	2.4	10	8	0.1
CC(C)(C)c1ccc(/C=C/C(=O)Nc2nncs2)cc1	0.4	-64	2	0.2
O=C(Cc1ccccc1Cl)NCc1cccs1	-0.6	-21	20	0.1
Cc1c(C)c2ccc(OCC(N)=O)cc2oc1=O	0.2	-1	-1	-0.4

Additional entries
SMILES	GPR151 ag	TEAD-YAP inh	MITF inh	FBW7 activator
CSc1nc2c(c(=O)n1CC1CCCCC1)C1(CCCCC1)Cc1ccccc1-2	-0.4	4	1	0.1
Cc1ccc(NC(=O)c2cnn3c2NC(c2ccco2)CC3C(F)(F)F)c(C)c1 (stereo not drawn)	-0.2	-4	3	-0.1
COC(CNC(=O)c1ccc(N)c([N+](=O)[O-])c1)OC	-1.3	-4	15	0.1
COC(=O)c1sccc1S(=O)(=O)N(CC(=O)Nc1cc(C)ccc1C)c1ccccc1	0.7	-1	17	0.5
CCOC(=O)CNC(=O)c1sc2ncnc(N3CCN(c4ccccc4F)CC3)c2c1C	-0.5	-4	12	-0.2
Oc1oc(-c2ccccc2)nc1/C=N/N1CCOCC1	0.4	-5	-2	-0.1
CCCCOc1ccc(-c2cc(C(=O)OC)c3ccccc3n2)cc1	7.5*	0	2	-0.1
CC(C)OP(=O)(OC(C)C)C(O)c1ccc(N(C)C)cc1 (stereo not drawn)	-0.8	-7	1	0.1
COc1ccccc1C(=O)N1CCN(S(=O)(=O)c2ccc(C)cc2)CC1	0.3	-9	-10	-0.2
CCOc1ccc(S(=O)(=O)Nc2ccc3oc4c(c3c2)CCCC4)cc1	-1.4	9	7	0.3
O=C1OC(c2cccc(Br)c2)=N/C1=C\c1ccc(OCc2ccccc2)cc1	0.2	4	10	0.0
CC1(C)CC(=O)C=C(NNC(=O)COc2ccccc2)C1	-0.5&-0.5	5&1	15&4	1.9*!
Cc1cccc(CNc2nc3nc4c(c(=O)n3[nH]2)CCC4)c1	0.9	-3	2	0.0
CC(=O)N1[C@@H](c2ccc(Cl)cc2Cl)SC[C@H]1C(=O)O	0.0	6	13	0.1
COC(=O)c1sc2ccccc2c1NC(=O)c1ccccc1NS(=O)(=O)c1ccc(C)cc1	0.2	9	14	0.2
CCc1ccc(C(=O)N2CCN3C(=O)[C@@H]4CSCN4C(=O)[C@H]3C2)cc1	0.2	2	2	-0.1
O=C(N/N=C/c1ccccc1O)c1ccccn1	-0.9	-55	-39	0.1
COc1cc(OC)cc(C(=O)N2CCN(Cc3ccco3)CC2)c1	-2.1	2	59*	0.5
